IDE act: IDE (human) activation, cell-based | 340,000 compounds, 0.073% hits | P14735 | HEK cells, FAbeta-B cleavage, fluorescence polarization; 0% vehicle, 100% cell-free pure enzyme wells | activation, % at 5.96 µM;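 active = activation above the mean of all tested compounds plus 3 SD, set per screening campaign, cut at about 17% in these data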
M4 PAM: positive allosteric modulators of human muscarinic M4 receptor; P08173; CHO-K1 hM4/Gqi5, Fluo-8 calcium fluorescence, ACh EC20; 0% = ACh EC20, 100% = maximal ACh; 360,000 compounds, 0.4% hits; activation, % at 3 µM; AID 624126;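 active = activation above its plate's cutoff, the mean activation of sample wells plus 3 SD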; note: some results filed as inactive read as strong as hits
MEKK3 PB1 HTS: modulators (inhibitors or enhancers) of MEK5 binding to human MEKK3 PB1 domain; Q99759; bead-based flow cytometry, Alexa488-MEK5 binding to MEKK3; actives lie on both sides; 0 = blocked by unlabeled MEK5, 100 = vehicle; binding response (% of control), % at 10 µM; 290,000 compounds, 1.4% hits; AID 1529;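 active = binding response more than 3 SD above or below the average of its plate-row segment, actives on both sides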;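 note: Alexa488 bead fluorescence after subtracting the streptavidin-only scavenger bead signal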
GalR3 antag: human GalR3 antagonism | O60755 | HEK293 GalR3-CNG cAMP membrane potential fluorescence; galR3 body fused to GalR1 C-terminus | inhibition, % at 3 µM | 360,000 compounds, 0.44% hits;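 active = inhibition above the screen-wide average plus 3 SD, cut at about 13% in these data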;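 note: forskolin and galanin both at EC90 stimulate the cells; cAMP rise reported by CNG channel membrane potential dye signal; 0% = forskolin plus galanin with DMSO and 100% = forskolin alone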
IDE inh: inhibits human insulin-degrading enzyme in HEK cells; P14735; FAbetaB cleavage, fluorescence polarization; inhibition, % at 5.59 µM; 320,000 compounds, 0.41% hits;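 active = percent inhibition above the average of all tested compounds plus 3 SD, set per screening campaign, cut at about 16% in these data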;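 note: IDE supplied by intact live HEK cells; FP after avidin binding of uncleaved biotin substrate so inhibition keeps polarization high; 0% = DMSO wells and 100% = 60 µM reference IDE inhibitor Ii1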
CRFBP-R2 agonist: agonists of human CRF-binding protein/CRF-R2 receptor complex; HEK293 CRF-R2/CRF-BP, calcium dye fluorescence (FLIPR); percent of saturating CRF peptide response; activation, % at 13.2 µM; 350,000 compounds, 0.46% hits; AID 588473;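 active = activation of at least 50%, plus an integration ratio under a set limit after plate pattern correction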;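 note: plate controls were neutral control wells without compound for no effect and CRF at EC100 for full effect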
p-CIP stab down: lowers stability of the mouse p/CIP coactivator protein. Q05BA5. F442A p/CIP-EGFP cells, EGFP fluorescence, 16 h. decrease of EGFP signal, % at 10 µM. 290,000 compounds, 0.01% hits;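 active = EGFP signal decrease of at least 30% at 10 µM or well 3 SD below plate mean, unless failing retest; inactive = the rest, including hits failing retest or dose response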; note: some compounds called inactive have numbers as strong as hits; many of its hits are not listed in these tables
PHOSPHO1 block: PHOSPHO1 (human) inhibition; recombinant PHOSPHO1, absorbance phosphatase assay; Q8TCT1; 290,000 compounds, 1.1% hits; inhibition, % at 13.3 µM; in the data active = inhibition above about 60%
CRFR2-BP antag: blocks CRF-induced signaling of the CRF-BP/CRF-R2 complex. inhibition, % at 11.8 µM. 350,000 compounds, 0.59% hits. HEK293 CRF-R2/CRF-BP, CRF-induced calcium fluorescence;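 active = inhibition of the ligand-induced calcium signal above about 50% at the single tested concentration, limit read from the data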
* = called active by the depositor; · = no result given.

The opening 6 compounds, ahead of the listing:
1	CCOc1ccccc1N1CCN(S(=O)(=O)c2ccc3c4c(cccc24)C(=O)N3)CC1
2	Cc1c(C(=O)NCc2ccc3c(c2)OCO3)oc2ccccc12
3	O=C1CCN(S(=O)(=O)c2ccc(Cl)cc2)N1
4	Cn1nc(C(=O)NCC(=O)Nc2ccc(F)c(F)c2)ccc1=O
5	O=C(Cc1ccccc1F)OCN1C(=O)c2ccccc2C1=O
6	CN(c1ccc(C(=O)N2CCOCC2)cc1)S(=O)(=O)c1cccs1
Compound,1,2,3,4,5,6
IDE act,0,2,6,·,-2,3
M4 PAM,4,-1,3,-2,0,-4
MEKK3 PB1 HTS,102,87,117,·,100,100
GalR3 antag,-7,0,-3,-2,-3,-7
IDE inh,9,1,10,·,10,4
CRFBP-R2 agonist,0.1,-1.1,-4.1,-0.6,-0.1,2.1
p-CIP stab down,-8,-6,-7,·,-6,-5
PHOSPHO1 block,-40,-4,26,·,38,2
CRFR2-BP antag,-7,8,26,-3,1,-2

The whole of this part, previewed entries included:
1	CCOc1ccccc1N1CCN(S(=O)(=O)c2ccc3c4c(cccc24)C(=O)N3)CC1
2	Cc1c(C(=O)NCc2ccc3c(c2)OCO3)oc2ccccc12
3	O=C1CCN(S(=O)(=O)c2ccc(Cl)cc2)N1
4	Cn1nc(C(=O)NCC(=O)Nc2ccc(F)c(F)c2)ccc1=O
5	O=C(Cc1ccccc1F)OCN1C(=O)c2ccccc2C1=O
6	CN(c1ccc(C(=O)N2CCOCC2)cc1)S(=O)(=O)c1cccs1
Compound,1,2,3,4,5,6
IDE act,0,2,6,·,-2,3
M4 PAM,4,-1,3,-2,0,-4
MEKK3 PB1 HTS,102,87,117,·,100,100
GalR3 antag,-7,0,-3,-2,-3,-7
IDE inh,9,1,10,·,10,4
CRFBP-R2 agonist,0.1,-1.1,-4.1,-0.6,-0.1,2.1
p-CIP stab down,-8,-6,-7,·,-6,-5
PHOSPHO1 block,-40,-4,26,·,38,2
CRFR2-BP antag,-7,8,26,-3,1,-2

7	COc1cc(NCC(=O)Nc2cccc(S(=O)(=O)N3CCCCC3)c2)cc(OC)c1OC
8	COc1ccc(NC(=S)NNC(=O)c2nnn(-c3ccccc3)c2C)cc1
9	CC(=O)c1cccc(NC(=O)N2CCCC2C(=O)NC2CCCC2)c1 (centres undefined)
10	Cc1ccc(NC(=O)/C=C/c2ccc(S(=O)(=O)N3CCOCC3)cc2)cc1S(=O)(=O)N(C)C
11	Cc1sc2ncnc(SCC(=O)N3CCC(c4noc5ccc(F)cc45)CC3)c2c1C
12	CN(CC(=O)Nc1ccccc1Cl)C(=O)COC(=O)/C=C/c1ccc(C(F)(F)F)cc1
Compound,7,8,9,10,11,12
IDE act,6,-2,-2,2,-8,-5
M4 PAM,6,2,-4,-10,-7,0
MEKK3 PB1 HTS,·,97,101,·,·,91
GalR3 antag,-1,-4,-8,-7,-3,1
IDE inh,-5,3,-4,·,0,2
CRFBP-R2 agonist,5.7,-0.7,-0.5,1.6,-1.4,-1.8
p-CIP stab down,·,1,1,·,0,12
PHOSPHO1 block,·,-10,14,·,-7,5
CRFR2-BP antag,-2,-2,0,48,17,-10

13	O=C1CCc2cc(NS(=O)(=O)c3ccc(F)cc3)cc3c2N1CCC3
14	COc1ccc(OCCC(=O)N2CCOCC2)cc1
15	COc1ccccc1NC(=O)Nc1ccc(CC#N)cc1
16	Cc1nn(Cc2ccccc2)c(C)c1/C=N/NC(=O)c1cccnc1
17	COc1c(F)c(F)c(C(=O)Nc2ccc(NC(=O)Cc3ccccc3)cc2)c(F)c1F
18	O=C1C(c2cc(=O)c3ccccc3[nH]2)=C(O)c2ccccc21
Compound,13,14,15,16,17,18
IDE act,3,1,-6,1,0,3
M4 PAM,1,2,-1,-2,1,-2
MEKK3 PB1 HTS,·,98,100,103,110,98
GalR3 antag,-2,3,-1,-4,-6,-5
IDE inh,-4,-2,0,1,4,1
CRFBP-R2 agonist,-0.9,-1.8,-2.0,-0.8,-2.3,-3.3
p-CIP stab down,·,2,8,-9,-3,-9
PHOSPHO1 block,·,30,-36,7,45,-4
CRFR2-BP antag,0,12,-13,-5,17,23

19	O=C1CC(N2CCN(c3ccc(F)cc3)CC2)C(=O)N1c1ccc(F)cc1 (centres undefined)
20	O=C(c1cc2c(=O)n3ccccc3nc2s1)N1CCN(Cc2ccc3c(c2)OCO3)CC1
21	O=C(O)c1ccc2c3c(cccc13)C(=O)N(c1ccccc1)C2=O
22	C=CCSc1nnc(-c2ccccc2N=Cc2c(C)[nH]n(-c3ccccc3)c2=O)c(=O)[nH]1
23	Cc1cccc(/C=N/n2c(C)nnc2C)c1
24	CC(=O)N1c2ccccc2S(=O)(=O)c2ccccc21
Compound,19,20,21,22,23,24
IDE act,1,4,5,9,2,6
M4 PAM,-2,-10,0,4,2,-1
MEKK3 PB1 HTS,102,104,96,105,118,·
GalR3 antag,-4,-1,0,2,-2,-3
IDE inh,2,-2,4,-4,-4,6
CRFBP-R2 agonist,-0.1,-4.8,3.7,-0.1,1.1,0.9
p-CIP stab down,-8,-13,-6,-12,-6,·
PHOSPHO1 block,3,30,36,69*,22,·
CRFR2-BP antag,7,-1,-5,1,-1,-9

25	CCN(CC)c1nc(OCCNC(=O)Nc2ccccc2)nc(N(CC)CC)n1
26	CC1=C(CC(=O)O)c2cc(F)ccc2/C1=C\c1ccc(S(C)=O)cc1 (centres undefined)
27	O=C(CCc1ccccc1)NC(NC(=S)Nc1ccc(Br)cc1)C(Cl)(Cl)Cl (centres undefined)
28	Cc1ccc(C)c(-c2nnc(NC(=O)C3=COCCO3)o2)c1
29	CCOc1ccc(CC(=O)NC2CCN(Cc3ccccc3)CC2)cc1
30	Cc1ccc(C2NC(=O)c3ccccc3O2)cc1 (centres undefined)
Compound,25,26,27,28,29,30
IDE act,-1,8,8,3,5,7
M4 PAM,1,2,-5,11,-6,1
MEKK3 PB1 HTS,111,104,96,·,103,104
GalR3 antag,-10,3,-7,-4,-9,-9
IDE inh,4,7,2,2,4,5
CRFBP-R2 agonist,26,-1.6,-1.4,0.3,-0.5,1.1
p-CIP stab down,-5,1,3,·,-5,1
PHOSPHO1 block,22,4,3,·,30,·
CRFR2-BP antag,-14,-14,-7,7,12,-8

Next records
entry	SMILES	IDE act	M4 PAM	MEKK3 PB1 HTS	GalR3 antag	IDE inh	CRFBP-R2 agonist	p-CIP stab down	PHOSPHO1 block	CRFR2-BP antag
31	CCOC(=O)CC1C(=O)NCCN1C(=O)c1c(Cl)cccc1Cl (centres undefined)	0	0	96	-8	8	-1.3	4	-3	-1
32	CN1CCc2c(sc3nc(SCC(=O)N4CCCCC4)n(-c4ccccc4)c(=O)c23)C1	-7	1	93	2	1	1.5	20	45	25
33	O=C(Nc1cccc(S(=O)(=O)NC2=NCCC2)c1)c1ccccc1OC(F)F	4	-2	·	-1	-3	3.5	·	·	7
34	C=C(C)CC1N(c2cccc(OC)c2)C(=O)C2C(C(=O)O)C3C=CC21O3 (centres undefined)	2	1	101	-1	1	0.1	-17	-11	-10
35	Cc1ccc(OCC(=O)NNC(=O)Cc2ccc(S(=O)(=O)N3CCOCC3)s2)cc1	3	-5	·	-1	-5	-1.5	·	·	-4
36	COc1cccc(C2CC(c3ccc(C)cc3)=NN2C(=O)c2ccccc2F)c1OC (centres undefined)	3	2	101	-7	4	3.7	1	13	8
37	CCOc1cccc(-c2nnc(SCC(=O)Nc3cc(C)ccc3OC)n2N)c1	-1	4	101	-5	1	0.2	-7	7	5
38	CC(C)(C)C(=O)C1=C(O)C(=O)N(c2ccccc2)C1c1ccccc1 (centres undefined)	0	2	108	-7	0	-1.9	-12	39	17
39	NC(=O)CSc1nc2ccccc2c(=O)n1Cc1ccco1	3	2	102	-2	8	0.5	1	-8	-1
40	CCCCNC(=S)NNC(=O)c1csc(C(C)C)c1	-1	-5	89	-6	-1	-0.4	1	4	-11
41	COc1ccc(Oc2nc(-c3ccccc3)ncc2C(=O)O)cc1	5	-2	107	2	-2	0.0	-2	-40	-23
42	Cc1ccc(NC(=O)CN(C)CC(=O)Nc2ccc3c(c2)OCO3)cc1	·	1	·	-6	·	-2.1	·	·	-19
43	Cc1cc(-c2nc3cccnc3s2)ccc1NS(=O)(=O)c1ccc2c(c1)OCCO2	4	0	114	·	-1	-0.4	21	14	5
44	COc1ccccc1C(=O)OCc1c(F)cccc1Cl	-5	18	101	-1	-5	-1.3	-5	-12	19
45	Cc1[nH]c2ccccc2c1/C=C/C(=O)c1ccccc1	-4	-8	150*	-1	-2	11	-24	2	-44
46	CCOC(=O)Cn1c(C)nc2c(C(=O)OCC)sc(C)c2c1=O	1	3	103	-7	4	-1.3	-10	10	16
47	O=C(NC(=S)NCc1ccco1)c1ccc([N+](=O)[O-])cc1	4	-1	·	-3	2	-4.2	·	·	5
48	COCCCN1C(=O)C(CC(=O)NC2CCCC2)CC(C(=O)N2CCOCC2)=C1C (centres undefined)	·	5	·	-5	·	1.6	·	·	5
49	O=[N+]([O-])c1ccc(CCNc2cccc3ccccc23)c([N+](=O)[O-])c1	4	-2	100	-1	1	-3.0	-7	1	30
50	Cc1occc1-c1nnc(SCC(=O)NC2CCC(C)CC2)o1 (centres undefined)	-2	6	·	2	-7	-0.5	·	·	-16
51	O=c1[nH]c(CSc2ncc(C(F)(F)F)cc2Cl)nc2ccccc12	1	-4	97	8	5	-1.7	-10	-3	-68
52	CC(CNS(=O)(=O)c1cc(Cl)ccc1Cl)CN(C)C (centres undefined)	6	9	98	-2	-3	-0.3	-15	-2	-9
53	CS/C(=N\S(=O)(=O)c1ccc(N)cc1)NS(=O)(=O)c1cccs1	5	11	102	·	0	2.3	3	30	-13
54	COc1ccc(NC(=O)c2cnc(SCC(=O)NCCc3ccccc3)n(C)c2=O)cc1	0	5	·	-1	-2	0.6	·	·	7
55	COc1cc(/C=C/C(=O)c2ccc(Cl)s2)cc(OC)c1O	-1	2	100	·	2	7.9	-2	26	-27
56	CCc1ccc2oc(C(=O)NCc3ccncc3)c(C)c2c1	1	-11	104	-7	2	-0.6	-17	17	-20
57	CCc1ccc(OCc2cccc(C(=O)N/N=C\c3cnn(C)c3C)c2)cc1	-4	-1	99	3	·	-1.0	-4	·	14
58	COc1ccc(CN(C)C(=O)/C=C/c2ccc(S(=O)(=O)N3CCCCCC3)cc2)cc1	2	-2	·	-9	-2	6.7	·	·	-2
59	O=C(Cc1ccc([N+](=O)[O-])cc1)N/N=C/c1cccnc1	3	4	·	4	-1	2.1	·	·	5
60	COc1ccc(C2(c3ccc(OC)cc3)NC(=O)N(Cn3nnc4ccccc4c3=O)C2=O)cc1	-5	-5	102	-8	1	-1.6	0	-9	0
61	CC(C)(C)c1cc(NC(=O)NN2CCOCC2)nn1-c1c(Cl)cc(Cl)cc1Cl	-3	-19	102	·	-3	-1.1	-26	16	-7
62	COC(=O)Cc1n[nH]c(=S)[nH]c1=O	-7	1	94	-3	-3	0.3	7	31	2
63	CCOc1ccc(CN(C)C(=O)CCc2ccc(S(=O)(=O)N3CCCCCC3)cc2)cc1	0	-7	·	-4	0	0.3	·	·	2
64	COc1cccc(C(C)NC(=O)c2ccncc2)c1 (centres undefined)	-2	8	106	-10	4	-0.8	0	9	34

Compound activity deposited in PubChem BioAssay by several laboratories.
